HEK cytotox = Cytotoxic Profiling in HEK 293 Cell Line of Diverse Libraries Using Quantitative High-Throughput Screening. Potency, µM (doses to about 115 µM), for the others: at the top dose activity change, negative = cytotoxicity, actives largely listed as inhibitors. actives 6.6% (n = 94,000). HEK 293 viability, ATP luminescence (CellTiter-Glo), 48-72 h; note: potency is the fitted concentration of half-maximal effect; nearly all actives have a fitted effect of over 60% in size
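qHTS cytotoxicity; HEK 293, 250 cells/well; compound pinned; 48 or 72 hr, 37 degree Celsius, 5% CO2, 95% humidity; CellTiter-Glo, 10 min RT; luminescence (ATP).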
IP6K1 inh = Primary qHTS assay for small molecule inhibitors of Inositol hexaphosphate kinase 1 (IP6K1) | Inositol hexakisphosphate kinase 1 (Homo sapiens), Q92551 | IP6K1 kinase, ADP-Glo luminescence, 2 h; stronger effect = lower value | activity change, % (series mostly up to about 58 µM) | actives 0.81% (n = 140,000) | AID 1645851, 2021; in the data active = activity change below about -25%
Target sequence (Q92551 whole entry, looked up): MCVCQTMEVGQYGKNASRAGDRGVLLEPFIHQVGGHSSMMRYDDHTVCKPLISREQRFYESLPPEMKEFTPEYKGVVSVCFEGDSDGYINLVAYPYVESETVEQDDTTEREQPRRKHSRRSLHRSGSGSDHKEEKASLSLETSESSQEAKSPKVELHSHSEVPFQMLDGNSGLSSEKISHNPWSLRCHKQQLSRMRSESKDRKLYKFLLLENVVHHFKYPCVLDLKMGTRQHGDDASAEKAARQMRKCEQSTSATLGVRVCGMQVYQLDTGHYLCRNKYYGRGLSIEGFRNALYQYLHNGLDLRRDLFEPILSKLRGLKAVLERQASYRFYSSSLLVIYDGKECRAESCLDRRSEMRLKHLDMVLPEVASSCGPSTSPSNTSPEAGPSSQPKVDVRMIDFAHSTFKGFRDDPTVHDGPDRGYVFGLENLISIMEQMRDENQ
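ADP-Glo luminescence measures ADP made by human IP6K1 during a 2 h RT reaction with ATP/IP6 (mix at 1.3 mM/130 uM); top library doses 57.5 and 19.1 uM final.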
Luciferase inh = Firefly luciferase inhibition profiling of diverse chemical library using quantitative high-throughput screening. Potency, µM (titrated, usually from 115 µM), without a hit: at the highest dose activity change, negative = inhibition, most hits filed as inhibitors. purified P. pyralis luciferase, luminescence, biochemical. Luciferin 4-monooxygenase (Photinus pyralis), P08659. AID 1347043, 2019. actives 2.5% (n = 76,000); note: potency is the fitted concentration of half-maximal effect; nearly all actives have a fitted effect of over 65% in size
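Cell-free enzyme assay, 10nM P. pyralis luciferase, luciferin and ATP each at 10uM. Inhibition profiled over a 6-point titration, read as luminescence.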
SNCA viab count = GF-AFC viability counterscreen for inhibitors of alpha-synuclein gene (SNCA) expression. actives 0.12% (n = 150,000). Potency, µM (series often up to 57.1 µM), for inactives: top-dose activity change, negative = cytotoxicity, usual class: cytotoxic. HEK-293-SNCA-luc viability, GF-AFC fluorescence, 24 h;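 note: potency is the fitted concentration of half-maximal effect; 0% = DMSO-treated cells and -100% = medium-only wells without cells; nearly all actives have a fitted effect of over 30% in size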
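Cytotoxicity counterscreen: after 24 h compound treatment of genome-edited SNCA-luciferase HEK-293 cells, live-cell protease substrate GF-AFC read by fluorescence after 30 min; activity scaled between DMSO (0%) and medium-only (-100%), curves Hill-fitted.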
NIH3T3 tox = Cytotoxic Profiling in NIH 3T3 Cell Line of Diverse Libraries Using Quantitative High-Throughput Screening. NIH 3T3 viability, CellTiter-Glo ATP luminescence, 48-72 h. Potency, µM (highest dose often 96.7 µM), for the others: at the top dose activity change, negative = cytotoxicity, actives largely listed as inhibitors. actives 4.3% (n = 94,000); note: potency is the fitted concentration of half-maximal effect; nearly all actives have a fitted effect of over 55% in size
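Cells were seeded at 400 per well, treated with pin-transferred compound, and kept 48 or 72 hr at 37 °C before CellTiter-Glo addition and luminescence imaging of cellular ATP.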
SNCA expr inhib = Primary qHTS assay for inhibitors of alpha-synuclein gene (SNCA) expression | HEK-293 SNCA-luciferase knock-in, luminescence, 24 h | Potency, µM (highest dose often 57.2 µM), for the others: top-dose activity change, negative = inhibition, hits mostly inhibitors | actives 0.17% (n = 140,000) | AID 1671194, 2021;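 note: potency is the fitted concentration of half-maximal effect; plate controls were DMSO cells for no effect and cell-free wells for full effect; nearly all actives have a fitted effect of over 45% in size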
GPT2 inhibitor = Primary qHTS assay for inhibitors of Glutamate pyruvate transaminase 2 (GPT2); Alanine aminotransferase 2 (Homo sapiens), Q8TD30; Recombinant GPT2, coupled pyruvate oxidase/HRP Amplex Red fluorescence; Potency, µM (titrated, usually from 57.7 µM), without a hit: at the highest dose activity change, negative = inhibition, most hits filed as inhibitors; actives 0.25% (n = 100,000); note: potency is the fitted concentration of half-maximal effect; nearly all actives have a fitted effect of over 60% in size; many of its hits are not listed in these tables
Target sequence (Q8TD30 whole entry, looked up): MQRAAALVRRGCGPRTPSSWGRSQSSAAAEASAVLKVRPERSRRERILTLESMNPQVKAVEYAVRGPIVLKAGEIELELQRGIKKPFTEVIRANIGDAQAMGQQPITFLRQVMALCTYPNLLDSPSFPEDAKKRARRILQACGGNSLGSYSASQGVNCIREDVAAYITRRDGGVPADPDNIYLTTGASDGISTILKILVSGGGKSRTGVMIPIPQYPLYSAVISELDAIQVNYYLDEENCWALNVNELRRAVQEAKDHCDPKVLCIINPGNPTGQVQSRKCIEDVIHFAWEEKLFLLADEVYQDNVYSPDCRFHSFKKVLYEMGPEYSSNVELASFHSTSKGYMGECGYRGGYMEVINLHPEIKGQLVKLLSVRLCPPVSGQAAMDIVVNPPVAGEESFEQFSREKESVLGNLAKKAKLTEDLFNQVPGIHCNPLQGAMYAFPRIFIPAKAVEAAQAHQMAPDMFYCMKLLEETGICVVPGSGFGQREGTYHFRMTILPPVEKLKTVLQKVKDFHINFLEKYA
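Fluorescence read-out: pyruvate from GPT2 turnover coupled to pyruvate oxidase, HRP and Amplex Red (0.2mM ThPP, 0.2U/mL PO and HRP, 50uM Amplex final). Substrates 250uM a-KG, 2mM L-alanine; enzyme 10ng/uL; 30 min RT.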
Starred values were filed as active, the others as inactive; i = inactive; ? = inconclusive; nt = not tested or not shown; & = joins results of further samples; [ ] = another dose, or the depositor's remark. Unless noted, calls come from the whole dose curve; as a rule, active = well fitted curve in the direction sought with a large enough effect; inconclusive = small, poorly fitted or top-dose-only effect, or another doubt; inactive = no such curve, though single readings can be large; an effect the other way counts as inactive or inconclusive. Unless noted, % is set by controls: 0 for no effect and ±100 for the full control effect. Only part of the results is shown; the hit share may differ from the screen's.

SMILES	HEK cytotox	IP6K1 inh	Luciferase inh	SNCA viab count	NIH3T3 tox	SNCA expr inhib	GPT2 inhibitor
COc1ccccc1CCC(=O)N1[C@@H]2CC[C@H]1CC(NC(=O)c1cnc(C)cn1)C2 (stereo partly drawn)	-2%	9	-2%	-2%	-26%	?	i
Cc1ccc(-n2c(C3CCN(C(=O)CCc4ccccc4)CC3)n[nH]c2=O)cc1	-3%	-13	2%	2%	?	23%	i
Cc1cccc(CC(=O)N2CCC(c3n[nH]c(=O)n3-c3ccccc3)CC2)c1	2%	-24	-7%	1%	?	?	i
CC(=O)N[C@@H]1CN(C(=O)CCCc2ccc(F)cc2)C[C@H]1C(C)C	4%	-2	-1%	3%	-6%	-7%	-13%
CC(=O)OC1/C(C)=C/C(=O)C(OC(C)=O)C(C)(C)/C=C/C(C)C(=O)C2(OC(C)=O)CC(C)C(OC(=O)c3ccccc3)C12 (stereo not drawn)	nt	-9	nt	-5%[23.9 µM]	nt	nt	i
Cc1ccc(S(=O)(=O)N(CC(O)Cn2c3ccccc3c3ccccc32)c2cccc(C(N)=O)c2)cc1 (stereo not drawn)	nt	25	nt	-23%	nt	?	nt
CC(=O)c1cc(CN2CCN(c3nnc(C(F)(F)F)s3)CC2)cs1	-31%	-17	-16%	-9%	?	?	i
CCC1=NOC(Cn2c(=O)n(CCc3ccccn3)c3ncc(C(=O)O)cc32)C1 (stereo not drawn)	-15%	0	-6%	7%	-9%	-1%	?
O=C(Nc1c(C(=O)Nc2ccccc2F)oc2ccccc12)c1cc2ccccc2o1	nt	10	nt	-3%	nt	?	nt
Cc1nnc2ccc(N3CCN(C(=O)c4ccncc4)CC3)nn12	-5%[172 µM]	-3	nt	nt	-2%[138 µM]	nt	nt
CCc1ccc(NC(=O)CC2C(=O)N(c3ccc(Cl)cc3)C(=O)N2C2CCCC2)cc1 (stereo not drawn)	nt	-4	nt	-29%	nt	-21%	nt
COCCN1CCOC[C@H]2CCN(C(=O)c3sc(C)nc3C)C[C@H]21	8%	0	-21%	6%	i	36%[activator]	i
CN1CCN(CCNC(=O)CCc2ccc3c(c2)CN(S(C)(=O)=O)CCO3)CC1	-27%	9	5%	1%[12.5 µM]	-7%	-23%	-10%
O=C1NCC2(CCN(C(=O)c3cn(CCC4CCCCN4)nn3)CC2)O1 (stereo not drawn)	-1%	10	0%	1%	-7%	-9%	i
N#Cc1cccc(-c2cn3c(n2)N(C(=O)c2ccco2)CCC3)c1	-24%	17	?	-6%	-7%	16%	i
CC1=C[C@@H](CNC(=O)CC(C)(C)CC(=O)O)[C@H](C(C)C)C[C@H]1Cc1nc2ccc(C)cc2[nH]1	-14%	12	-7%	-20%	-5%	3%	i
Cc1noc2c(NCc3ccccc3)cc(-c3ccccc3)nc12	?	-19	-20%[172 µM]	3%[87.6 µM]	?	-29%[87.6 µM]	i
Cc1ccccc1C(=O)NC(=O)Nc1ccc(-n2nc(C(F)(F)F)cc2C(F)(F)F)cc1	nt	8	nt	5%	nt	22%	nt
O=C(C1CC(=O)N(c2n[nH]c3ccccc23)C1)N1CCN(CCc2ccncc2)CC1 (stereo not drawn)	-22%	14	-3%	4%	-10%	13%	?
Fc1ccc(-c2cnc([C@@H]3COCCN3CC3CC3)[nH]2)cc1	?	9	-7%[172 µM]	2%[87.6 µM]	?	1%[87.6 µM]	-2%[88.5 µM]
CN(CC1CCOCC1)S(=O)(=O)c1cc(F)ccc1F	-11%	20	-10%	2%	-14%	-3%	i
O=C(C1CCCN1C(=O)c1ccc(F)cc1)N1CCC(N2CCOCC2=O)CC1 (stereo not drawn)	-12%	6	nt	4%	-8%	4%	i
Cc1ccccc1CNC(=O)c1oc2c(c1C)-c1[nH]ncc1CC2	nt	-7	nt	-4%	nt	37%[activator]	nt
COC(=O)c1ccccc1NC(=O)c1cc(C)nc2c1c(C)nn2-c1ccc(C)cc1	nt	0	nt	6%	nt	-24%	nt
CC(=O)N1C[C@@H]2CCCN3CCC[C@@H]([C@H]23)[C@H]1CCCC(=O)NCc1cc(F)cc(F)c1	6%	2	-2%	0%	i	25%	i
CC(Cn1cccn1)C(=O)N1CCC2(CC1)Nc1ccccc1NC2=O (stereo not drawn)	-2%	-9	3%	10%	-15%	-22%	-9%[11.5 µM]
O=C(Nc1ccc(F)c(F)c1)c1cc(S(=O)(=O)NC2CCCC2)ccc1F	nt	2	nt	2%	nt	-9%	nt
COc1ccc(N2C(=O)C(CC(=O)Nc3ccc(Cl)cc3)N(Cc3ccc4c(c3)OCO4)C2=O)cc1 (stereo not drawn)	nt	-17	nt	-2%	nt	0%	nt
COc1ccc(N(C(=O)COc2ccc(Br)cc2)S(=O)(=O)c2ccc(C)cc2)cc1	nt	10	nt	-13%	nt	-8%	nt
COc1cccc(CN2CCN3C(=O)N(C4CCCCC4)C[C@H]3C2)c1	?	1	3%[172 µM]	-4%[87.6 µM]	?	-7%[87.6 µM]	3%[88.5 µM]
O=C(NCCc1cccs1)C1CCN(c2cc(C(F)(F)F)ncn2)CC1	?	-7	-3%	7%	?	2%	-7%
CN1CCN(C(c2cccc(Br)c2)c2sc3nc(-c4ccco4)nn3c2O)CC1 (stereo not drawn)	nt	-19	nt	1%	nt	13%	nt
COc1ccc(CC(=O)N2CCc3cc(OC)c(OC)cc3C2COc2ccc(OC)cc2)cc1 (stereo not drawn)	nt	18	nt	-22%	nt	1%	nt
CNC(=O)CN1C(=O)CN(C(=O)c2ccc(F)cc2)CCC(OC)c2ccccc21 (stereo not drawn)	-22%	-1	nt	nt	?	nt	nt
CC1CCN(C(=O)C2CCCN(c3cnn(C)c(=O)c3)C2)CC1 (stereo not drawn)	-4%	23	-9%	6%	-14%	7%	i
CCN(CC)CCCNC(=O)c1cn(C)c2ccc(S(=O)(=O)N(C)C3CCCCC3)cc2c1=O	nt	40	nt	-2%	nt	-7%	nt
Cn1nc(-c2nncn2CC2CC2)c2c1CCN(C(=O)c1nn(C)c3ccccc13)C2	?	-11	1%	0%	-12%	6%	i
O=C1CCN(S(=O)(=O)c2ccccc2)CCCN(C(=O)c2cccs2)CCN1	i	4	0%	-5%	-2%	1%	i
COc1ccc(C(=O)NC[C@H]2O[C@@H](CC(=O)N3CCN(c4ccccn4)CC3)[C@H](O)[C@@H]2O)cc1	5%	8	3%	-10%	-3%	5%	-9%
CCCS(=O)(=O)N1CC(Oc2ccc(-c3noc(-c4cccnc4)n3)cc2)C1	?	8	-16%	-13%	?	-7%	3%
O=C(C1CCCN1C(=O)Nc1ccccc1)N1CCCC(c2nc3ncccc3[nH]2)C1 (stereo not drawn)	i	-1	nt	-5%	-1%	-15%	?
Cn1ncc2c(C(=O)N3CCCC3)cc(-c3ccc([S+](C)(=O)[O-])cc3)nc21	i	-8&-5	nt	-15%&2%	-16%&0%	11%&-2%	-6%&-12%
CCN1c2cc(C(=O)Nc3cc(OC)c(OC)c(OC)c3)ccc2C(=O)N2CCCC21 (stereo not drawn)	?	23	-27%	-12%[12.5 µM]	?	4%	i
O=C(NCCc1ccc(Cl)cc1)C(=O)NCC(c1cccs1)S(=O)(=O)c1ccccc1 (stereo not drawn)	nt	-7	nt	?	nt	-8%	nt
COc1ccc(CNC(=O)c2c(Nc3ccccc3C)sc(C(=O)c3ccccc3)c2N)cc1	nt	-15	nt	-24%	nt	-7%	nt
C[S+](=O)([O-])NC1CCN(C(=O)N2CC3CC(C2)[C@H]2CCCC(=O)N2C3)CC1 (stereo partly drawn)	-1%	6	-10%	-6%	i	18%	1%
O=C(C[C@@H]1CCNC[C@@H]1Cc1cc(CN2CCOCC2)on1)N1CCN(c2ccc(F)cc2)CC1	1%	-5	-5%	3%	-24%	-25%	-8%
Fc1ccc2[nH]c(CN3CCN(c4ccccn4)CC3)cc2c1	nt	19	nt	-10%	nt	nt	i
CN(Cc1cccnc1)C(=O)C1CCN(C(=O)N2CC3CC(C2)[C@H]2CCCC(=O)N2C3)CC1 (stereo partly drawn)	10%	1	2%	-2%	i	-11%	-7%
O=C(Nc1cccnc1)[C@@H]1C[C@@H](c2ccc(F)cc2)N([S+](=O)([O-])c2ccccc2)C1	?	20	3%[172 µM]	-13%[87.6 µM]	?	-11%[87.6 µM]	-10%[88.5 µM]
O=C(c1ccc2c(c1)OCO2)N1CCC(n2cc(-c3nc(-c4ccccc4)no3)nn2)CC1	?	1	?	-4%	?	53%[activator]	i
O=C(c1ccc(C(F)(F)F)cc1)N1CCN2C(=O)N(Cc3ccc(F)cc3)C[C@H]2C1	?	8	9%[172 µM]	-5%[87.6 µM]	?	-2%[87.6 µM]	-11%[88.5 µM]
COCCN1CCC(N2CCN(C(=O)C3CCOCC3)CC2)C1=O (stereo not drawn)	-8%	19	-4%	5%	-7%	4%	i
Cc1cc(NC(=O)c2cc(-c3ccc(F)cc3)on2)nn1Cc1ccc(Cl)cc1	nt	-9	nt	-4%	nt	10%	nt
O=c1oc2ccc(F)cc2cc1-c1nc(-c2cccs2)no1	nt	24	nt	5%	nt	72%[activator]	nt
CN1CCN(C(=O)C(C)(C)Oc2nn(Cc3cccc(Cl)c3)c3ccccc23)CC1	71µM*	-1	11%[172 µM]	?	?	?	-14%[88.5 µM]
CCn1cc(-c2ccc(Cl)cc2)cc1C(=O)NCCCN1CCCC1=O	?	-1	-22%	-13%	?	-26%	i
COc1ccc(C(=O)N2CCC(=O)N(C)C[C@H]3COc4cc(OC)ccc4[C@H]32)cc1	-17%	14	nt	nt	?	nt	nt
CCCCCOc1c(Cl)cc(C(=O)N(Cc2ccc(C)o2)C2CCS(=O)(=O)C2)cc1Cl (stereo not drawn)	nt	-12	nt	-14%	nt	?	nt

For reference, part of the list above.
SMILES	HEK cytotox	IP6K1 inh	Luciferase inh	SNCA viab count	NIH3T3 tox	SNCA expr inhib	GPT2 inhibitor
COc1ccc(C(=O)N2CCC(=O)N(C)C[C@H]3COc4cc(OC)ccc4[C@H]32)cc1	-17%	14	nt	nt	?	nt	nt
CCCCCOc1c(Cl)cc(C(=O)N(Cc2ccc(C)o2)C2CCS(=O)(=O)C2)cc1Cl (stereo not drawn)	nt	-12	nt	-14%	nt	?	nt

Screening results as filed in PubChem.
